HIF act = HIF pathway transcriptional activators, primary screen, cell-based, U2OS HRE-luciferase, luminescence; U2OS HRE-luciferase reporter; normalized: DMSO 0%, desferrioxamine 100%; activation, % at 7.5 µM (by protocol); 300,000 tested, 0.32% active; AID 1910, 2009;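 active = mean activation of at least 10% of the iron chelator positive control signal, with at least half of replicates also reaching 10%; inconclusive = mean and replicate majority disagree about reaching 10%; inactive = mean and most replicates under 10%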
Platelet DG rel = inhibitors of platelet dense granule secretion, primary screen, cell-based, MLPCN, human platelets; AID 1663, 2009; 300,000 tested, 0.22% active; human platelet-rich plasma, SFLLRN dense granule ATP release, luminescence; inhibition, %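 (compounds screened at 7.5 µM in platelet-rich plasma)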;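 active = mean replicate score, as percent of positive control, at or above 50; inconclusive = mean below 50 but at least one replicate at or above 50; inactive = mean and every replicate below 50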
HDAC3 inh = HDAC3 deacetylase inhibitors, primary screen, biochemical, fluorescence, cell-free homogeneous; inhibition, % at 8.3 µM; Histone deacetylase 3 (Homo sapiens), O15379; recombinant HDAC3, fluorogenic peptide/trypsin coupled; 320,000 tested, 0.15% active; in the data active = inhibition above about 26%, passing the limit was not always enough; inconclusive = no clear call, values can overlap the other calls
Target sequence (O15379 whole entry, looked up): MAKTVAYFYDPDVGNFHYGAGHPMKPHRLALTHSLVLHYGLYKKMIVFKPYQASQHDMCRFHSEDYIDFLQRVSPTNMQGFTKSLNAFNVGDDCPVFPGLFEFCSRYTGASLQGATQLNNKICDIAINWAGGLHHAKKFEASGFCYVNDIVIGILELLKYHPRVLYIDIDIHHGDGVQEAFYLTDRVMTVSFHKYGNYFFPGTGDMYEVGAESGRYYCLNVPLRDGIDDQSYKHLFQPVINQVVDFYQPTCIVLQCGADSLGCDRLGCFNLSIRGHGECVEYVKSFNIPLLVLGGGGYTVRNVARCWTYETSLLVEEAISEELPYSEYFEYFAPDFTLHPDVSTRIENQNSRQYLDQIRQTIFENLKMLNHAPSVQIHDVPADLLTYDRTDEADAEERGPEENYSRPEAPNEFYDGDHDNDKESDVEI
HSP90 refold inh = HSP90 inhibitors, primary screen, cell lysate, luminescence. Rabbit reticulocyte lysate, luciferase refolding luminescence, 3 h. inhibition, % at 5.6 µM. 290,000 tested, 0.91% active. AID 1789, 2009;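 active = inhibition above the screen-wide mean plus 3 SD, computed separately per campaign, cut at about 16% in these data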;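 also: 0% = DMSO wells and 100% = 60 µM geldanamycin wells; inhibitors lower the luminescence because luciferase stays unfolded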
AI-2 QS mod = Vibrio harveyi AI-2 quorum sensing modulators, primary screen, JMH597 strain, luminescence/OD600 ratio; 300,000 tested, 0.4% active; Vibrio harveyi JMH597 AI-2 luminescence/OD600 ratio, 9 h; stronger effect = lower value; strain lacks LuxN and CqsS sensors; 0 = neutral-control median; activity change, % at 7.5 µM; AID 2094, 2009; in the data active = activity change below about -75%, passing the limit was not always enough; inconclusive = no clear call, values can overlap the other calls;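 also: luminescence divided by OD600 gain over 9 h not by final OD600 alone; inactives centre near 13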
HSF1 inh = HSF1 inhibitors in luciferase reporter cells, primary screen, cell-based, NIH3T3, luminescence | NIH3T3-HGL HSE-luciferase, MG132-induced, luminescence 8 h; stronger effect = lower value | activity change, negative = inhibition, % at 7.5 µM (by protocol) | 300,000 tested, 0.77% active;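 active = more than half of replicate wells show activity change below -50%, luminescence cut by over half; inconclusive = some wells, but at most half, below -50%; inactive = no replicate well below -50%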;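 also: luciferase reports HSF-1 transcriptional activity via heat shock element; 0% = median of DMSO wells and -100% = zero luminescence signal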
HSF-1 act = HSF-1 activators, primary screen, NIH3T3-HGL cells, MG132 stress, luminescence, single point. 300,000 tested, 1.7% active. NIH3T3-HGL HSF-1 luciferase reporter, 8 h; 100% = twice DMSO control signal. AID 504408, 2011. activation, % at 9 µM;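 active = mean replicate activation of at least 50% with a set share of replicates each reaching 50%; inconclusive = only one of those two conditions met; inactive = mean below 50% and too few replicates reaching it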;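 also: 0% = median of the neutral control wells and 100% = twice that signal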
aSyn 5UTR inh = MLPCN primary screen, SNCA 5' untranslated region | 300,000 tested, 0.82% active | alpha-synuclein 5'UTR reporter, inhibitor activity | inhibition, % (tested at 7.5 µM); in the data active = inhibition above about 60%; inconclusive = no clear call, values can overlap the other calls;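 also: H4 neuroglioblastoma cells stably carrying SNCA 5'UTR luciferase fusion; 0% = DMSO wells and 100% = positive control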
KLF5 inhibitor = KLF5 expression inhibitors, primary screen, DLD-1 cells, luminescence | DLD-1 KLF5 promoter-luciferase reporter | inhibition, % at 5 µM | 290,000 tested, 0.23% active;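 active = inhibition above a per-plate limit of that plate's mean compound inhibition plus 3 SD, cut at about 60% in these data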;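 also: 0% = DMSO wells and 100% = LY294002 at 200 µM; higher means less KLF5 promoter-driven luciferase light; inactives centre near -14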
IEC-6 cytotox = cytotoxicity in IEC-6 intestinal epithelial cells, primary screen, cytotoxicity control for KLF5 inhibitor project, cell-based, luminescence; 290,000 tested, 0.78% active; IEC-6 cytotoxicity, luminescence viability; inhibition, % at 5 µM; in the data active = inhibition above about 22%;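 also: 0% = plate median of test compound wells and 100% = cytotoxic reference compound wells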
* hit, by the source's call; i = inactive; ? = inconclusive; / = not tested or not shown.

canonical_smiles	HIF act	Platelet DG rel	HDAC3 inh	HSP90 refold inh	AI-2 QS mod	HSF1 inh	HSF-1 act	aSyn 5UTR inh	KLF5 inhibitor	IEC-6 cytotox
Cc1cccc(CCNC(=O)c2nnc(Cc3ccc(Cl)cc3)o2)c1	-0.3	-5	12	-3	17	5	-2	8	-5	1
COc1ccccc1OCc1csc(N)n1	-0.7	24	-9	0	11	4	9	-11	-7	4
CCc1nnc(NC(=O)/C=C/c2ccco2)s1	1.4	-1	-2	-1	6	19	32	i	-13	6
S=C(c1ccccc1)N1CCSCC1	-30	-12	4	-5	2	0	6	-11	-22	-1
COC(=O)N/N=C/c1cn(CCOc2ccc(OC)cc2)c2ccccc12	0.3	-2	2	-2	7	-6	0	45	-35	1
CCN(CC)CCCn1c(SCC(=O)Nc2cccc(F)c2)nnc1-c1ccoc1C	-0.2	-12	1	-3	13	10	40	-6	9	-8
CSCCC(NC(=O)c1ccccc1)C(=O)N/N=C(\C)Cc1ccccc1 (centres undefined)	/	/	-3	-5	30	/	/	/	-14	-2
Cc1cc(NCCOCCO)n2ncc(-c3ccc(Cl)cc3)c2n1	1.7	10	5	-2	26	7	20	15	-117	13
CC(C)CN(C(=O)COC(=O)COc1ccc2ccccc2c1)c1c(N)n(Cc2ccccc2)c(=O)[nH]c1=O	-0.5	-11	2	/	11	1	13	-11	/	/
CCn1cc(C2=NOC(C(=O)Nc3cccc(C(C)=O)c3)C2)c(C)n1 (centres undefined)	0.2	3	6	-1	26	3	-5	-24	-16	-2
CCC/C=C1/CCCOC(C(=O)NCc2ccccn2)(C(F)(F)F)C1 (centres undefined)	1.4	8	-4	/	3	-5	-1	-5	/	/
C=CCN1CC(=O)N2C(c3ccccc3)c3[nH]c4ccccc4c3C[C@H]2C1=O (some centres undefined)	-21	2	-2	-3	33	1	17	4	-17	6
COc1ccc2c(=O)c(N3C(=O)c4ccccc4C3=O)coc2c1	1.7	2	-2	4	24	-8	-11	-14	1	7
CN(CCCN1CCOCC1)C(=O)c1cc(COc2cccc(C(F)(F)F)c2)on1	-0.1	-7	0	-4	54	-3	-15	-5	-15	-4
COc1ccc(C(=O)Cc2cc(OC)c(OC)cc2[N+](=O)[O-])cc1	0.8	14	0	-3	-10	16	16	-41	12	-4
Cc1[nH]c2c(Cl)cccc2c(=O)c1CN1CCCC1	-0.4	2	-8	0	13	-10	7	-1	-3	3

Gathered by group: the entries above containing four or more nitrogen atoms (4)
canonical_smiles	HIF act	Platelet DG rel	HDAC3 inh	HSP90 refold inh	AI-2 QS mod	HSF1 inh	HSF-1 act	aSyn 5UTR inh	KLF5 inhibitor	IEC-6 cytotox
CCN(CC)CCCn1c(SCC(=O)Nc2cccc(F)c2)nnc1-c1ccoc1C	-0.2	-12	1	-3	13	10	40	-6	9	-8
Cc1cc(NCCOCCO)n2ncc(-c3ccc(Cl)cc3)c2n1	1.7	10	5	-2	26	7	20	15	-117	13
CC(C)CN(C(=O)COC(=O)COc1ccc2ccccc2c1)c1c(N)n(Cc2ccccc2)c(=O)[nH]c1=O	-0.5	-11	2	/	11	1	13	-11	/	/
CCn1cc(C2=NOC(C(=O)Nc3cccc(C(C)=O)c3)C2)c(C)n1 (centres undefined)	0.2	3	6	-1	26	3	-5	-24	-16	-2

The listing picks up with the four entries that preceded the break.
canonical_smiles	HIF act	Platelet DG rel	HDAC3 inh	HSP90 refold inh	AI-2 QS mod	HSF1 inh	HSF-1 act	aSyn 5UTR inh	KLF5 inhibitor	IEC-6 cytotox
COc1ccc2c(=O)c(N3C(=O)c4ccccc4C3=O)coc2c1	1.7	2	-2	4	24	-8	-11	-14	1	7
CN(CCCN1CCOCC1)C(=O)c1cc(COc2cccc(C(F)(F)F)c2)on1	-0.1	-7	0	-4	54	-3	-15	-5	-15	-4
COc1ccc(C(=O)Cc2cc(OC)c(OC)cc2[N+](=O)[O-])cc1	0.8	14	0	-3	-10	16	16	-41	12	-4
Cc1[nH]c2c(Cl)cccc2c(=O)c1CN1CCCC1	-0.4	2	-8	0	13	-10	7	-1	-3	3
COc1ccc(N(C(=O)Cn2nnc(-c3ccc(F)cc3)n2)C(C)C(=O)NC2CCCC2)cc1 (centres undefined)	0.0	-1	4	0	35	5	7	11	16	-7
NC(=O)CCCn1c(C(=O)c2cc(Cl)c(N)c(Cl)c2)c2ccc([N+](=O)[O-])cc2[n+]1[O-]	2.6	-3	6	/	10	10	1	71*	/	/
CCCS(=O)(=O)C/C(N)=N/OC(=O)c1ccccc1Cl	0.0	7	-9	0	7	-2	-9	-18	-16	-7
CC(=O)Nc1ccc2nc(-c3ccc(Br)o3)[nH]c2c1	2.7	-5	2	-1	20	7	16	-127	-19	6
Cc1ccccc1NS(=O)(=O)c1ccc(NC(=O)CSCc2ccc(Br)cc2)cc1	-0.3	-8	8	2	35	23	48	28	-41	-4
O=C(COC(=O)c1cnccn1)NCCc1ccccc1	-0.7	-1	0	0	25	-4	0	-1	-32	0
CN(CCO)C(=O)C1CCN(c2ncc(C(F)(F)F)cc2Cl)CC1	0.0	-2	0	-1	17	2	-5	2	-17	-5
COC(=O)c1ccn(-c2nc(-c3ccco3)cc(C(F)(F)F)n2)n1	-0.6	-6	0	0	15	-11	-9	0	-16	2
O=S(=O)(O)CCS	0.3	2	-3	/	8	-2	-11	-5	/	/
CCOc1ccc(NC(=O)CSCC(=O)O)cc1	0.1	4	-2	0	12	-7	-1	9	2	-2
Cc1c(C(=O)N2CCC(Cc3ccccc3)CC2)sc2ncnc(N3CCC(C)CC3)c12	-0.1	-2	3	-3	16	-1	-7	-18	0	-10
O=C(Nc1ccc(Cl)c(Cl)c1)Nc1cc(C(=O)N2CCOCC2)ccc1N1CCCCC1	/	11	-3	2	19	-11	-6	20	-10	3
NC(=S)N1CCCc2ccccc21	0.0	-27	0	0	8	-4	10	16	-20	-5
CC(=O)N1CCN(c2ccc(NCc3ccc(C(C)C)cc3)cc2)CC1	0.3	2	5	4	9	10	13	2	-20	1
O=C(NCCCNC(=O)c1ccccn1)c1ccc(Br)cc1	-0.3	6	3	5	9	-9	-13	4	-2	9
CN(CC(=O)OCC(N)=O)S(=O)(=O)c1ccc(Cl)cc1	0.3	4	0	0	19	4	28	-55	-5	-4
c1ccc2c(c1)oc1c(Nc3ccc4c(c3)OCCO4)ncnc12	2.6	4	1	5	-9	21	47	-142	-149	11
CCCCNCc1ccc(OCc2ccc(Cl)nc2)c(OC)c1	0.3	13	-4	-1	/	23	31	-32	0	0
COc1ccc(CN2CC(C(=O)NCC3CCCO3)CC2=O)cc1 (centres undefined)	-0.7	-3	2	2	9	-4	4	-20	-24	-6
CC(C)(CO)NCc1ccccc1OCC(=O)Nc1ccccc1	1.5	9	-4	-1	19	12	19	1	-17	-3
COCCC(=O)N1CCC(Oc2ccc(C(=O)NCc3cc(C)n(C)n3)cc2)CC1	-0.5	-2	-1	-2	9	-4	-2	-19	-10	1
Cc1cccc(NS(=O)(=O)c2ccc3[nH]c(=O)cc(C(=O)OC(C)C(=O)Nc4ccc([N+](=O)[O-])cc4)c3c2)c1 (centres undefined)	0.2	6	/	2	32	6	1	14	-24	3
O=C(NCCC1=CCCCC1)C1CCCN(S(=O)(=O)c2cccc3cccnc23)C1 (centres undefined)	-0.3	-15	7	2	?	-11	-24	7	-71	-5
CC1(C)CC(=O)c2c(O)c(-c3ccccc3)c(=O)n(-c3ccccc3)c2C1	-0.2	-37	5	2	17	-7	-6	8	-10	1
Cc1cc(C)n(-c2nc(SCC(=O)Nc3nccs3)c3c4c(sc3n2)COC(C)(C)C4)n1	0.3	3	-2	-1	35	5	8	10	-61	9
CCc1nc2ccccc2c(C(=O)Oc2cccc3cccnc23)c1C	0.2	1	5	0	10	5	7	-1	-11	-1
O=C(CNC(=O)c1ccccc1)Oc1cccc(Cl)c1	1.6	10	-3	/	7	3	0	5	/	/
Cc1cccc(N2CCN(C(=O)CCC(=O)N3CC(C)Oc4ccccc43)CC2)c1C (centres undefined)	-0.1	18	5	0	18	1	1	15	-10	4
Cc1cc(Cl)ccc1N=C1N=C(N)c2ccccc21	0.0	-20	5	3	13	-3	-14	10	4	10
CCOc1ccc(C(C(=O)NC2CCCCC2)N(C(=O)c2csnn2)C2CC2)cc1 (centres undefined)	-36	-1	-1	-3	16	-1	-2	7	1	2
